Efflux pump inh = antifungal efflux pump inhibition, Nile Red retention; S. cerevisiae Candida pump triplex; inhibition, % at 10 µM; 0.44% of 330,000 active;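 active = plate passing quality check with inhibition over a set limit, or well fluorescence over plate mean plus 4 SD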;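 also: Nile Red retained in pooled yeast measured as flow cytometry median fluorescence; 0% = buffer negative control and 100% = Enniatin B positive control; higher means more Nile Red kept so more efflux inhibition; some compounds called inactive have numbers as strong as hits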
RPL19A-GFP yeast = modulators of TOR pathway RPL19A-GFP in S. cerevisiae; S. cerevisiae RPL19A-GFP strain, flow cytometry, 3 h; hits give low values; percent response vs DMSO, % at 10 µM; 0.3% of 330,000 active; AID 2025;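 active = percent response vs DMSO below 50%; inconclusive = fewer than 70 events counted for the yeast strain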;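 also: median channel GFP fluorescence of the barcoded RPL19A-GFP strain; ratio of sample median GFP to plate DMSO average so 100% = DMSO; lower means less RPL19A-GFP as with rapamycin TOR inhibition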
AGP1-GFP MLPCN = alters AGP1-GFP fluorescence in TOR pathway yeast screen | S. cerevisiae AGP1-GFP multiplex flow cytometry, 3 h; GFP as percent of DMSO wells | GFP response vs DMSO, % at 10 µM | 0.02% of 320,000 active;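 active = GFP response relative to DMSO above a set limit, near screen average plus 3 SD, cut at about 150% in these data; inconclusive = fewer than 70 cells counted for the yeast strain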;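 also: median GFP channel fluorescence of the gated AGP1 strain per well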
CIT2-GFP yeast = alters CIT2-GFP fluorescence in TOR pathway yeast screen; S. cerevisiae CIT2-GFP strain, flow cytometry, 3 h; 100 means same as DMSO wells; GFP response vs DMSO, % at 10 µM; 0.065% of 320,000 active; AID 2029;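 active = GFP response relative to DMSO above a set limit, near the screen mean plus 3 SD, cut at about 150% in these data; inconclusive = Fewer than 70 cells measured for a yeast strain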;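 also: ratio of well median GFP fluorescence to mean of DMSO wells on the plate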
LAP4 TOR yeast = modulators of TOR pathway LAP4-GFP in S. cerevisiae. S. cerevisiae LAP4-GFP multiplex, flow cytometry GFP, 3 h; median GFP as percent of DMSO wells. AID 2023. GFP response vs DMSO, % at 10 µM. 0.34% of 320,000 active;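 active = GFP response vs DMSO above a set limit, about the screen mean plus 3 SD, cut at about 150% in these data; inconclusive = under 70 cell events counted for the yeast strain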
AHR activator = activates the human aryl hydrocarbon receptor | P35869 | AHR-responsive luciferase reporter cells, luminescence | activation, % at 5 µM | 2.5% of 320,000 active; in the data active = activation above about 47%;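 also: 0% = vehicle wells and 100% = reference agonist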
Target sequence (P35869 whole entry, looked up): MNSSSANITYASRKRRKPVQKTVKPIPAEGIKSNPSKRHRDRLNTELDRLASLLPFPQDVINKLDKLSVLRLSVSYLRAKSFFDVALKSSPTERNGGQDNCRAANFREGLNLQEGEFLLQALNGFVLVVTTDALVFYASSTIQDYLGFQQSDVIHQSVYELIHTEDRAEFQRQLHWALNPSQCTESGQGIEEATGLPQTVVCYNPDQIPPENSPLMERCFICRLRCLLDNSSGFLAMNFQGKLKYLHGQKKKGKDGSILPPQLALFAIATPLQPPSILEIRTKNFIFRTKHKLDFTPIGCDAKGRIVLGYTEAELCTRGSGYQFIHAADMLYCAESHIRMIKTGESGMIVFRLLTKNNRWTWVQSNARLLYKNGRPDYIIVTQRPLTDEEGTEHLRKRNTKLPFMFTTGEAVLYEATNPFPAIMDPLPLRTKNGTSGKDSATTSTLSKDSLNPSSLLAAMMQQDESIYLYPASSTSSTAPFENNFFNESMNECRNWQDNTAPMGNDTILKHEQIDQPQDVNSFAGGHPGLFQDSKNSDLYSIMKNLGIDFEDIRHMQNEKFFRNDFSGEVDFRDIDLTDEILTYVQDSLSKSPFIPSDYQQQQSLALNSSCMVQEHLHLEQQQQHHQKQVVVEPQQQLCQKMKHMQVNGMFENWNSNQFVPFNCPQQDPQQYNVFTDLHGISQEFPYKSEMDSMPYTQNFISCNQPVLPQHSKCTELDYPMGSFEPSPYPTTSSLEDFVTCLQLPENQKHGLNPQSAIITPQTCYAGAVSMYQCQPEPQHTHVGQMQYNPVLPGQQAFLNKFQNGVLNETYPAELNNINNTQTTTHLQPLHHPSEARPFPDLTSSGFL
MEP2 TOR yeast = modulators of TOR pathway MEP2-GFP in S. cerevisiae | S. cerevisiae MEP2-GFP strain, flow cytometry GFP, 3 h; 100% = DMSO control level | GFP response vs DMSO, % at 10 µM | 0.51% of 330,000 active | AID 2016;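 active = GFP response versus DMSO above a set limit, roughly screen mean plus 3 SD, cut at about 180% in these data; inconclusive = fewer than 70 cells counted for a yeast strain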;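 also: median GFP fluorescence of the barcode-gated MEP2-GFP cells per well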
CR mimetic SO = caloric restriction mimetics inhibiting age-related superoxide in yeast. S. cerevisiae aged cells, superoxide DHE fluorescence; hits give low values. superoxide response (% of plate mean), % at 10 µM. 0.18% of 330,000 active;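 active = superoxide response under a set limit, about three screen SD below normal, cut at about 65% in these data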;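 also: yeast aged for seven days with compound at 30 °C before DHE staining; 100% = average MFI of all compound-treated wells on the plate with controls excluded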
An asterisk follows results filed as active; u = inconclusive; x = no result given; & = joins results of further samples; [ ] = dose if it differs, or a comment.

SMILES	Efflux pump inh	RPL19A-GFP yeast	AGP1-GFP MLPCN	CIT2-GFP yeast	LAP4 TOR yeast	AHR activator	MEP2 TOR yeast	CR mimetic SO
CCC(C)NC(=S)Nc1ccc2nc(N3CCN(CC)CC3)cc(C)c2c1 (stereo not drawn)	-0.1	93	106	106	106	1	93	90
Cc1cc(Br)cc(C=Nc2ccc(N3CCOCC3)cc2)c1O	-0.1	90	96	97	96	9	89	96
O=C(NCC1CCCO1)c1cccc(S(=O)(=O)Nc2ccc(F)cc2)c1 (stereo not drawn)	-0.2	108	112	107	108	-1	102	103
CCOC(=O)C(C)Sc1nc2c(c(-c3cccs3)c1C#N)CCC2 (stereo not drawn)	-0.1	106	103	102	91	1	104	101
CC(C)c1ccc(NC(=O)[C@H]2CSCN2C(=O)[C@@H]2CCC(=O)N2)cc1	-0.1	98	96	96	89	3	95	83
Cc1cc(NS(=O)(=O)c2ccc(NC(=O)c3cc(-c4cccnc4)nc4ccc(Cl)cc34)cc2)no1	0.2	100	98	100	93	5	97	98
CC(NS(C)(=O)=O)C(c1cccs1)N1CCN(c2ccccc2F)CC1 (stereo not drawn)	0.0	103	109	106	109	1	109	100
O=C(Cn1ncc2c1-c1ccccc1OC2)Nc1ccc(S(=O)(=O)N2CCCCC2)cc1	-0.2	94	95	90	104	2	94	92
CSc1nncc(/C(C)=N\Nc2ccccc2)n1	0.1	94	94	90	102	1	104	103
Cc1cc(C)c(-c2cc(C(F)(F)F)no2)c(=O)[nH]1	-0.1	98	97	102	97	-8	99	99
CCCOc1ccc(/C=N/Nc2ccccn2)cc1OC	0.0	98	92	98	95	35	96	83
Cn1c(CNC(=O)Nc2ccccc2)nnc1SCc1ccccc1	0.0	102	105	108	101	3	109	98
O=[N+]([O-])c1cccc(-c2nn(-c3ccccc3)cc2CO)c1	0.0	100	88	94	100	0	105	98
O=C(NC1CCS(=O)(=O)C1)c1ccc(S(=O)(=O)N2CCCC2)cc1 (stereo not drawn)	-0.1	103	100	99	95	-2	103	97
CCOc1cc(C(=O)Nc2cc(C(=O)OC)ccc2C)ccc1OCC(=O)N1CCOCC1	0.2	98	96	101	99	0	101	113
Cc1nc(-c2ccc(NC(=O)c3ccco3)cc2)cs1	0.1	97	86	90	108	-4	110	103
CCC1CN(C)C2Cc3c([nH]c4ccccc34)C(=O)CC1C2C(=O)OC (stereo not drawn)	-0.2	98	99	97	100	5	98	96
C[C@H](CO)N1C[C@H](C)[C@@H](CN(C)Cc2ccc(-c3ccccc3)cc2)Oc2ccc(NC(=O)Cn3cnnn3)cc2C1=O	-0.1	105	107	101	112	2	102	84
c1ccc(Cc2ccc(OCCn3ccnc3)cc2)cc1	0.1	101	102	103	100	x	107	100
CN1C(C(=O)NCC2CC2)CC2Cn3c(nc4cc5ccccc5cc43)C21 (stereo not drawn)	0.0	95	98	102	94	0	96	101
CCOC(=O)C1(CCCc2ccccc2)CCN(C(=O)CCN2CCCCC2=O)CC1	0.2	99	100	94	101	1	98	126
Cc1ccc(C(=O)N2CCNC(=O)C2CC(=O)Nc2ccccc2)cc1 (stereo not drawn)	-0.1	100	96	97	97	-2	98	102
COC(=O)c1[nH]c2ccc(C)cc2c1NC(=O)CN1CCCc2ccccc21	0.6	99	97	93	105	57*	98	109
O=c1ccc(-c2ccc(S(=O)(=O)Nc3ccc(F)cc3)o2)n[nH]1	0.1	102	101	101	110	3	102	103
O=C(CSc1nccn(-c2ccc(F)c(Cl)c2)c1=O)NC1CCCC1	0.0	105	111	108	106	3	102	88
O=C(Cc1ccc(O)cc1)NC1CCCCCC1	0.3	42*[may fluoresce violet]	u	u	u	6	u	133
O=C(O)c1cc2c(cc1NC(=O)c1ccccc1OC(F)F)OCCCO2	-0.1	104	95	98	85	0	100	118
CCCCOc1ncnc2c1[nH]c1ccc(OCC)cc12	0.2	98	96	94	105	45	99	102
O=C(CCO)c1ccc(O)cc1	-0.1	102	105	101	108	0	109	91
Cc1c(NS(=O)(=O)c2cccs2)c(=O)n(-c2ccccc2)n1C	0.0	95	97	100	97	-1	100	96

Single records, as listed above. Order of values: Efflux pump inh | RPL19A-GFP yeast | AGP1-GFP MLPCN | CIT2-GFP yeast | LAP4 TOR yeast | AHR activator | MEP2 TOR yeast | CR mimetic SO
CCOC(=O)C1(CCCc2ccccc2)CCN(C(=O)CCN2CCCCC2=O)CC1 is listed with 0.2 | 99 | 100 | 94 | 101 | 1 | 98 | 126
Cc1ccc(C(=O)N2CCNC(=O)C2CC(=O)Nc2ccccc2)cc1 (stereo not drawn) is listed with -0.1 | 100 | 96 | 97 | 97 | -2 | 98 | 102

(further entries)
SMILES	Efflux pump inh	RPL19A-GFP yeast	AGP1-GFP MLPCN	CIT2-GFP yeast	LAP4 TOR yeast	AHR activator	MEP2 TOR yeast	CR mimetic SO
CCc1c(C)nc2cc(-c3ccc(OC)c(OC)c3)nn2c1N1CCC(C)CC1	0.2	100	96	100	105	4	107	88
O=S(=O)(Nc1ncccn1)c1ccc(NC(=S)NCc2cccnc2)cc1	0.0	99	113	93	106	0	102	112
CCOC(=O)c1[nH]c(C)c(C(=O)N(CC)CC)c1C	0.1	107	113	105	111	0	110	101
Cc1cc(OCC(=O)Nc2ccc(S(=O)(=O)NC3=NCCCCC3)cc2)c(C(C)C)cc1Cl	-0.2	98	99	100	99	0	107	108
Cc1ccc2c(c1)N(Cc1ccccn1)C(=O)C(C)O2 (stereo not drawn)	-0.1	108	106	x	101	0	108	75
Cc1ccc(OCC(=O)NCCCNC(=O)c2ccccn2)cc1	0.0	107	95	103	102	4	111	110
Cc1ccc(C(=O)Nc2nnc(CC(=O)N/N=C/c3ccncc3)s2)cc1	1.1	107	101	100	94	11	103	95
COc1cc(=O)[nH]c(=O)n1C(=O)Cc1ccccc1	-0.1	101	107	103	100	0	102	108
CSc1nncn1/N=C/c1ccccc1F	0.0	98	102	102	94	1	106	108
O=C(O)CSCC(=O)Nc1ccc(C2CCCCC2)cc1	0.0	98	99	103	99	-14	106	118
O=C1c2cc(S(=O)(=O)NCCO)ccc2-c2ccc(S(=O)(=O)NCCO)cc21	0.0	102	112	107	104	-3	98	103
CC(=O)c1ccccc1NC(=O)c1cc(S(=O)(=O)N2CCOCC2)ccc1N1CCCC1	0.0	101	106	101	103	1	100	102
Cc1ccc(C)c(Cn2cnc3c(cnn3C(C)(C)C)c2=O)c1	0.1	98	105	105	99	2	102	105
Cc1ccc(Cn2c(C(CO)Nc3nc(-c4ccc(Cl)c([N+](=O)[O-])c4)cs3)nc3ccccc32)cc1 (stereo not drawn)	-0.1	108	99	97	121	37	102	110
NS(=O)(=O)c1ccc(CNC(=O)NC23CC4CC(CC(C4)C2)C3)cc1	0.1	100	102	102	94	-3	94	73
COCCNC(=O)CN(C(=O)CCC(=O)Nc1nccs1)c1ccc2c(c1)OCO2	0.0	103	103	107	92	9	106	100
Cc1ccc(CNS(=O)(=O)NCc2ccccc2F)cc1	0.0	103	102	103	96	3	108	78
CCc1nc2sc3c(Cl)ncnc3c2c2c1CCCC2	0.0	104	112	110	118	1	105	99
COc1ccc(C(CCN(Cc2ccc(OC)c(OC)c2)C(=O)CCl)c2ccccc2)cc1 (stereo not drawn)	-0.2	102	96	96	92	1	101	94
NS(=O)(=O)c1ccc(CCNC(=O)c2ccc(Cl)c(S(=O)(=O)N3CCCCC3)c2)cc1	-0.1	93	98	94	105	11	101	97
CCCc1cc(=O)oc2c3c(cc(OCC(=O)N4CCC[C@H]4C(=O)O)c12)OC(C)(C)CC3	0.1	100	106	96	109	-1	104	94
Cn1c(N/N=C/c2cc3ccccc3nc2Cl)nc2ccccc21	0.7	100	96	99	101	42	101	88
COc1cc(C(=O)NCCN2C(=O)S/C(=C\c3ccc(F)cc3)C2=O)ccc1OCC(=O)N1CCOCC1	-0.1	109	108	109	109	0	114	94
O=S(=O)(NCc1ccc(Cl)cc1Cl)c1ccc(N2CCOCC2)nc1	0.1	95	86	85	96	2	98	122
c1ccc(COc2ccc(OCCCCN3CCCCC3)cc2)cc1	0.2	103	98	89	95	8	95	115
O=C(CN1c2ccccc2Sc2ccccc21)N/N=C/c1ccc(Cl)cc1	0.0	94	105	94	105	0	96	91
O=C(NCc1cn(-c2ccccc2)nc1-c1ccccc1)c1ccc([N+](=O)[O-])cc1	-0.1	109	105	114	89	2	104	109
CC(C)CN1CC(=O)N2C(c3ccccc3)c3[nH]c4ccccc4c3C[C@H]2C1=O (stereo partly drawn)	0.2	85	88	82	94	5	87	118
CCOC(=O)N1CCN(C(=O)CS(=O)(=O)Cc2nc(-c3ccccc3C)oc2C)CC1	0.2	92	95	88	106	0	95	103
COc1cc2c(cc1OC)CN(C(=O)c1ccc(OC)c(S(=O)(=O)N3CCOCC3)c1)CC2	0.0	107	109	106	102	5	96	105
NC(=O)C1CCCN(C(=O)c2cccc(S(=O)(=O)N(Cc3ccccc3)c3ccccc3)c2)C1 (stereo not drawn)	-0.2	101	108	101	106	1	102	82
O=C(CCn1c(=O)sc2ccccc21)Nc1cccnc1	-0.2	89	94	86	92	4	93	138
N/C(COc1ncn(-c2ccccc2)n1)=N\S(=O)(=O)c1ccc(Cl)cc1Cl	-0.1	108	103	100	107	6	103	139
O=C(CCc1ccc(S(=O)(=O)NCc2ccccc2)cc1)N1CCN(Cc2ccc3c(c2)OCO3)CC1	0.0	91	x	96	89	-2	94	94
N#Cc1ccsc1NC(=O)C1=COCCO1	0.2	103	102	94	110	3	102	80
CC(C)COC(=O)n1c(=O)oc2cc(S(=O)(=O)N3CCCCC3)ccc21	0.1	104	101	96	108	0	102	103
CC1(C)CC2(CC(c3ccccc3F)c3ccc(O)c(O)c3O2)NC(=S)N1 (stereo not drawn)	-0.1	97	103	102	102	0	105	99
CC(C)N1CCc2c(sc(NC(=O)CN3C(=O)c4ccccc4C3=O)c2C(N)=O)C1	0.0	100	104	88	108	1	88	84
Nc1nc(C23CC4CC(CC(Cl)(C4)C2)C3)cs1	-0.1	99	115	114	110	3	89	110
CCCCOc1ccc(C(=O)NCC(=O)NNC(=O)c2ccco2)cc1	-0.2	99	107	101	106	0	103	75
CN1CCN(S(=O)(=O)c2ccc(N)cc2)CC1	0.1	97	104	95	95	-4	92	101
CCN1/C(=N\N)c2cccc3cccc1c23	0.0	95	96	95	102	25	96	97
COCCNC(=O)C1CCN(S(=O)(=O)N2CCC3(CC2)OCCO3)CC1	-0.1	100	101	103	99	1	105	86
C/C(=N\NC(=O)CCc1c[nH]c2ccccc12)c1ccc([N+](=O)[O-])cc1	-0.1	112	111	114	100	32	113	100
Cn1c(N=Nc2ccccc2)nc2ccccc21	0.0	103	98	100	96	138*	104	100
O=C(CCCN1C(=O)/C(=C\c2cccs2)SC1=S)Nc1ccccn1	-0.3	110	104	99	105	1	109	93
CC(=O)Oc1oc(-c2ccccc2)nc1C=Nc1ccc(N(C)C)cc1	0.0	101	102	94	110	5	98	88
COc1ccc(C)cc1NC(=O)CN1CCN(S(=O)(=O)c2ccc(Br)cc2)CC1	0.2	100	114	100	109	3	107	101
O=C(CCn1c(=O)[nH]c2ccsc2c1=O)N1CCN(c2ccc([N+](=O)[O-])cc2)CC1	0.0	97	93	95	86	1	98	104
CCOC(=O)C1=C(C)NC(C)=C(C(=O)OCC)C1C(=O)OCC(=O)N1CCC(C)CC1	0.3&0.1	94&102	97&101	99	97&93	-1&1	100&106	92&108
Cc1cc(C)c(C#N)c(Nc2ccccc2)n1	-0.1	106	109	105	115	28	106	78
O=c1[nH]c(C2CCCN(S(=O)(=O)c3ccccc3)C2)nc2c1nnn2Cc1ccc2c(c1)OCCO2 (stereo not drawn)	-0.2	98	101	105	105	0	103	123
